High-throughput results as filed in PubChem.
Tb PYK inh – T. brucei pyruvate kinase inhibition. Q57TT1. TbPYK enzyme, Kinase-Glo Plus ATP luminescence, 45 min. Potency, µM (series often up to 76.8 µM), inactives show at the highest dose activity, negative = inhibition, actives largely listed as inhibitors. actives 0.12% (n = 410,000). AID 624173; active = well fitted inhibition curve with a large enough effect; inconclusive = small, poorly fitted or top-dose-only effect; also: nearly all actives have a fitted effect of over 50% in size
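ADP (130 uM final) triggers the TbPYK reaction after compound addition; incubation is 45 min at room temperature. Kinase-Glo Plus is then added and luminescence imaged. Normalized data are fitted to concentration-effect curves.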
The depositor's hits bear a star; ? = inconclusive; & = joins results of further samples; [ ] = remark or other dose. % is scaled to controls: 0 for no effect and ±100 for the full control effect; potency is read from the fitted curve at half-maximal effect.

SMILES,Tb PYK inh
COC(=O)C1=C(C)NC(C)=C(C(=O)O[C@H]2CCN(Cc3ccccc3)C2)C1c1cccc([N+](=O)[O-])c1 (stereo partly drawn),-7%
COc1ccc(C(=O)N2CCC3(CCN(C(=O)Nc4cccc(F)c4)CC3)CC2)cc1,-6%
CC(C)OC(=O)c1cc(C(=O)OC(C)C)cc([N+](=O)[O-])c1,0%[157 µM]
O=C1NC2CCCCN2C12CCN(CCCN1c3ccccc3CCc3ccc(Cl)cc31)CC2 (stereo not drawn),1%
O=C(Oc1ccccc1)N1CCC2(CCN(Cc3nccs3)CC2)CC1,0%
C[C@@H](C(=O)O)c1cccc(C(=O)c2ccccc2)c1,-4%
O=C1C[C@@H]2OCC=C3CN4CC[C@]56c7ccccc7N1[C@@H]5[C@@H]2[C@H]3C[C@H]46 (tested in a mixture with another compound),2%
C[C@H]1CN(C2CCC(C#N)(c3ccc(F)cc3)CC2)CC[C@@]1(C(=O)O)c1ccccc1 (stereo partly drawn),-5%[33.2 µM]
CCCCCCCCCCCCOCCCN,2%
COc1ccc(Oc2ncc3nc(-c4cccs4)c(=O)n(Cc4cccs4)c3n2)cc1,-1%
O=C(c1cccc(F)c1)N1CCC2(CC1)CN(c1ccc(-c3ccccc3)cc1)C2,1%
CC(C)Nc1cccnc1N1CCN(C(=O)c2cc3cc(NS(C)(=O)=O)ccc3[nH]2)CC1,4%
CC(=O)N1CCC2(CC1)CN(c1ccccn1)C2,6%
CCN(CC)[C@@H](C)CN1c2ccccc2Sc2ccccc21,2%[33.2 µM]
Cn1cccc1C(=O)N1CCC[C@@]2(CCN(C(=O)Nc3cccc(C#N)c3)C2)C1,-6%
O=C(O)COc1ccc(C(=O)c2cccs2)c(Cl)c1Cl,5%&-7%
CCN(CC)CCOCCOC(=O)C(CC)(CC)c1ccccc1 (tested in a mixture with another compound),-1%
CCOC(=O)NC(C)(C)Cc1ccc(Cl)cc1,0%
CC1N=C(N)OC1c1ccccc1 (stereo not drawn),0%[157 µM]
CS(=O)(=O)N1CCC2(CCN(c3cccc(-c4ccccc4)c3)CC2)CC1,-1%
COC1OC(CO)C(OC2OC(C(=O)O)C(OC3OC(COS(=O)(=O)O)C(OC4OC(C(=O)O)C(OC5OC(CO)C(OC6OC(C(=O)O)C(OC7OC(COS(=O)(=O)O)C(OC8OC(C(=O)O)=C[C@H](O)C8OS(=O)(=O)O)C(O)C7NC(C)=O)[C@@H](O)C6O)C(O)C5NC(C)=O)[C@@H](O)C4O)C(O)C3NC(C)=O)[C@@H](O)C2O)C(O)C1NC(C)=O (stereo partly drawn),-8%
N#Cc1ccc(CN2CC[C@@]3(CCCN(C(=O)c4cnccn4)C3)C2)cc1,-5%
C[C@@H](N)[C@@H](O)c1ccc(O)c(O)c1,-4%
COCC(C)N(C(=O)CCl)c1c(C)csc1C (stereo not drawn),3%
COC(=O)N1CCC2(CC1)CCN(c1ccccn1)CC2,3%
C=C1C[C@@H]2[C@H]3CCC4=CC(=O)C=C[C@]4(C)[C@@]3(F)[C@@H](O)C[C@]2(C)[C@]1(O)C(=O)COC(C)=O,2%
NCC(O)c1cccc(O)c1 (stereo not drawn),2%
C=CCN1CC[C@]23c4c5ccc(O)c4O[C@H]2[C@@H](O)C=C[C@H]3[C@H]1C5,9%
COCC(=O)N1CCC2(CC1)CN(C(=O)Nc1ccccc1)C2,4%
CS(=O)(=O)N1CCC2(CCCN(c3cccc(-c4ccccc4)c3)C2)CC1,-5%
CCC(O)c1ccccc1 (stereo not drawn),-7%
O=c1c(CCc2ccccc2)nc2cnc(N3CCNCC3)nc2n1CCc1ccccc1,-8%
O=C(c1ccco1)N1CCC2(CC1)CN(Cc1ccncc1)C2,12%
O=C(c1ccco1)N1CCC[C@@]2(CCN(c3ccncc3)C2)C1,7%
C[C@H](Oc1ccccc1)C(=O)N[C@@H]1C(=O)N2[C@@H]1SC(C)(C)[C@@H]2C(=O)O,4%[33.2 µM]
CC(=O)N1CCC2(CCCN(c3ccccc3)C2)CC1,1%
Cc1cc(-c2ccc(N=Nc3ccc4c(S(=O)(=O)O)cc(S(=O)(=O)O)c(N)c4c3O)c(C)c2)ccc1N=Nc1ccc2c(S(=O)(=O)O)cc(S(=O)(=O)O)c(N)c2c1O,?
N#Cc1ccc(CN2CC[C@@]3(CCCN(S(=O)(=O)c4ccccc4)C3)C2)cc1,-5%
COc1ccc(C(=O)N2CCC3(CC2)CCN(c2cccc(-c4ccccc4)c2)CC3)cc1,8%
CC(CCc1ccc(O)cc1)NCC(O)c1ccc(O)cc1 (stereo not drawn),-7%
COc1cccc(Nc2ncc3nc(-c4ccc(F)cc4)c(=O)n(C[C@H]4CCCO4)c3n2)c1,1%
C=C(C)[C@H]1Cc2c(ccc3c2O[C@@H]2COc4cc(OC)c(OC)cc4[C@@H]2C3=O)O1,2%
CC(Cc1ccccc1)N(C)C (stereo not drawn),2%
CNC(=O)OCC[N+](C)(C)C,3%
O=C(O)Cc1nn(Cc2ccc(Br)cc2F)c(=O)c2ccccc12,4%

Next part
structure	Tb PYK inh
O=C(Nc1ccccc1)N1CCC2(CC1)CCN(C(=O)Oc1ccccc1)CC2	0%
CC1CC(O)CC(C)(C)C1 (stereo not drawn)	4%
CN[C@@H]1[C@H](O[C@@H]2O[C@H](CO)[C@@H](N)[C@H](O)[C@@H]2O)O[C@H]2C[C@@H](N)[C@@H](O[C@H]3[C@@H](O)[C@H](O)[C@H](N)C[C@@H]3N)O[C@H]2[C@H]1O	4%[33.2 µM]
COCCn1c(=O)c(-c2ccc(OC)cc2)nc2cnc(Nc3cccc(OC)c3)nc21	0%
COc1ccc(-n2c(=O)c(C)nc3cnc(Oc4cccc(Cl)c4)nc32)cc1	-5%
O=C1C(O)=C(O)C(=O)C(O)=C1O	-12%
CCOCC(O)COc1ccc(NC(=O)CC[S+](C)C)cc1 (stereo not drawn)	-5%
c1ccc(CN2CCNCC2)cc1	-1%[288 µM]
N#Cc1cccc(NC(=O)N2CC[C@@]3(CCCN(C(=O)c4ccncc4)C3)C2)c1	-15%
Oc1ccc2[nH]cc(CCCCN3CC=C(c4ccccc4)CC3)c2c1	5%
Cc1noc(C)c1C(=O)N1CCC2(CCCN(C(=O)Nc3ccccc3)C2)CC1	-2%
CCC(CC)(CC(=O)Nc1cccc(/C=C/c2nc(C3CCC3)cs2)c1)C(=O)O	-2%
Cl/C(=C\n1cncn1)c1ccc(Cl)cc1Cl	1%
O=C(c1cc(C(F)(F)F)cc(C(F)(F)F)c1)N1CCC2(CCCN(c3ccccc3)C2)CC1	3%
Cn1cccc1C(=O)N1CCC2(CC1)CN(Cc1cc(C(F)(F)F)cc(C(F)(F)F)c1)C2	-8%
CCOC(=O)O[C@]1(C(=O)OCCl)CC[C@@H]2[C@H]3CCC4=CC(=O)C=C[C@]4(C)[C@@H]3[C@@H](O)C[C@@]21C	-4%
COCC(=O)N1CCC2(CCCN(C(=O)Nc3ccccc3)C2)CC1	-8%
CCOC(=O)[C@H](CCc1ccccc1)N[C@H]1CCCN2CCC[C@@H](C(=O)O)N2C1=O	4%
O=C(c1csnn1)N1CCC2(CCCN(C(c3ccccc3)c3ccccc3)C2)CC1	-7%
CC1(C)SC2C(N3C(=O)C(c4ccccc4)NC3(C)C)C(=O)N2C1C(=O)O (stereo not drawn)	3%
O=C(Nc1cccc(F)c1)N1CCCC2(CCN(C(=O)c3ccco3)CC2)C1	4%
Cc1ccc(O)cc1 (tested in a mixture with another compound)	1%
Cc1cn(-c2cc(NC(=O)c3ccc(C)c(Nc4nccc(-c5cccnc5)n4)c3)cc(C(F)(F)F)c2)cn1	-1%
Cc1cc(O)c(C(C)C)cc1Cl	0%
NCCNCCN	?
Cc1nnc(C(C)C)n1C1CC2CCC(C1)N2CC[C@H](NC(=O)C1CCC(F)(F)CC1)c1ccccc1 (stereo partly drawn)	11%
COc1ncc2ncc(=O)n(Cc3ccc(F)cc3)c2n1	-4%
CC(=O)N1CCC2(CCCN(c3cccc(-c4ccccc4)c3)C2)CC1	-4%
CC(N)C(=O)c1ccccc1 (stereo not drawn)	1%[157 µM]
Cc1ccc2c(c1)c1c3n2CCN[C@H]3CCC1	-6%
Clc1cccc(C(c2ccc3nc[nH]c3c2)n2ccnc2)c1 (stereo not drawn)	0%
CCC(=O)OCC(=O)[C@@]1(OC(=O)CC)[C@H](C)C[C@@H]2[C@@H]3[C@H]([C@@H](O)C[C@@]21C)[C@]1(C)C=CC(=O)C=C1C[C@@H]3Cl	2%[33.2 µM]
CC(=O)Oc1ccc2c3c1OC1[C@@H](OC(C)=O)C=C[C@H]4[C@H](C2)N(C)CC[C@]314 (stereo partly drawn)	9%
CCN(CC)CCCC(C)Nc1cc(/C=C/c2ccccc2Cl)nc2cc(Cl)ccc12 (stereo not drawn)	-2%
COc1cccc(Cn2c(=O)c(C)nc3cnc(N4CCOCC4)nc32)c1	-1%
O=C(c1ccncc1)N1CCC2(CCN(Cc3ccccc3)CC2)CC1	5%
COCC(=O)N1CCC2(CC1)CN(c1ccc(-c3ccccc3)cc1)C2	-19%
COc1ccc(C(=O)N2CCC3(CCCN(c4cccc(-c5ccccc5)c4)C3)CC2)cc1	-4%
COc1ccc(Oc2ncc3nc(C)c(=O)n(-c4ccc(OC)cc4)c3n2)cc1	0%
O=C(c1cccc(F)c1)N1CCC2(CC1)CN(c1cccc(-c3ccccc3)c1)C2	6%
O=S(=O)(c1ccccc1)N1CCC2(CCCN(c3ccccc3)C2)CC1	0%
COc1ccc(C(=O)N2CCC3(CCCN(Cc4ccc(C#N)cc4)C3)CC2)cc1	1%
COc1ccccc1CN1CCC2(CC1)CCN(S(C)(=O)=O)CC2	-6%
N#CCCn1c(=O)c(-c2cc(F)cc(F)c2)nc2cnc(OCc3ccccc3)nc21	4%
O=C(Oc1ccccc1)N1CCC2(CC1)CN(c1ccccc1)C2	0%
CO[C@@H]1[C@@H](OC2OC(C)C(OC3CC(C)(O)C(OC(=O)CC(C)C)C(C)O3)C(N(C)C)C2O)[C@@H](CC=O)C[C@@H](C)C(=O)/C=C\C2O[C@H]2C[C@@H](C)OC(=O)C[C@H]1OC(C)=O (stereo partly drawn)	-5%
CCCCCCCCCc1ccc(OCCOCCOCCOCCOCCOCCOCCOCCOCCO)cc1	-7%
CC(=O)N1CCC2(CCN(Cc3nccs3)CC2)CC1	0%
O=C(c1ccncc1)N1CCC2(CC1)CN(c1ccncc1)C2	4%
CCNc1ncc2ncc(=O)n(C)c2n1	6%
NC(N)=NCCCCN=C(N)N	-7%
C[N+](C)(CCOc1ccccc1)Cc1cccs1 (tested in a mixture with another compound)	3%
COc1ccc(C(=O)N2CCC3(CCN(Cc4nccs4)CC3)CC2)cc1	2%
O=C(c1ccncc1)N1CCC2(CC1)CCN(c1ccccc1)CC2	6%
CC(=O)Oc1cc(C(F)(F)F)ccc1C(=O)O	0%[33.2 µM]
O=C(Nc1ccccc1)N1CC[C@@]2(CCCN(C(=O)c3ccncc3)C2)C1	0%
CCCCCCCCCCCCCCCCO	-2%
N#Cc1ccc(CN2CC3(CCN(C(=O)c4cc(C(F)(F)F)cc(C(F)(F)F)c4)CC3)C2)cc1	-4%
CN(C)CCn1nnnc1SCC1=C(C(=O)O)N2C(=O)[C@@H](NC(=O)Cc3csc(N)n3)[C@@H]2SC1	-6%[33.2 µM]
C[C@@H]1CCC[C@H](C)N1	3%[33.2 µM]

Further compounds:
structure	Tb PYK inh
CC1(C)O[C@H]2C[C@@H]3[C@H]4CCC5=CC(=O)CC[C@@]5(C)[C@]4(F)[C@@H](O)C[C@@]3(C)[C@@]2(C(=O)CCl)O1	0%[33.2 µM]
O=C(O)c1cc(O)c(O)c(O)c1	?
C[C@@H](O)[C@@H]1C(=O)N2C(C(=O)O)=C([C@H]3CCCO3)S[C@H]12	2%
C=CCOc1ccccc1OC[C@H](O)CNC(C)C	-9%[33.2 µM]
O=C(c1cnccn1)N1CCC2(CCCN(c3ccc(-c4ccccc4)cc3)C2)CC1	-8%

Compounds from the list above that contain a COOH group:
structure	Tb PYK inh
C[C@@H](C(=O)O)c1cccc(C(=O)c2ccccc2)c1	-4%
C[C@H]1CN(C2CCC(C#N)(c3ccc(F)cc3)CC2)CC[C@@]1(C(=O)O)c1ccccc1 (stereo partly drawn)	-5%[33.2 µM]
O=C(O)COc1ccc(C(=O)c2cccs2)c(Cl)c1Cl	5%&-7%
COC1OC(CO)C(OC2OC(C(=O)O)C(OC3OC(COS(=O)(=O)O)C(OC4OC(C(=O)O)C(OC5OC(CO)C(OC6OC(C(=O)O)C(OC7OC(COS(=O)(=O)O)C(OC8OC(C(=O)O)=C[C@H](O)C8OS(=O)(=O)O)C(O)C7NC(C)=O)[C@@H](O)C6O)C(O)C5NC(C)=O)[C@@H](O)C4O)C(O)C3NC(C)=O)[C@@H](O)C2O)C(O)C1NC(C)=O (stereo partly drawn)	-8%
C[C@H](Oc1ccccc1)C(=O)N[C@@H]1C(=O)N2[C@@H]1SC(C)(C)[C@@H]2C(=O)O	4%[33.2 µM]
O=C(O)Cc1nn(Cc2ccc(Br)cc2F)c(=O)c2ccccc12	4%
CCC(CC)(CC(=O)Nc1cccc(/C=C/c2nc(C3CCC3)cs2)c1)C(=O)O	-2%
CCOC(=O)[C@H](CCc1ccccc1)N[C@H]1CCCN2CCC[C@@H](C(=O)O)N2C1=O	4%
CC1(C)SC2C(N3C(=O)C(c4ccccc4)NC3(C)C)C(=O)N2C1C(=O)O (stereo not drawn)	3%
CC(=O)Oc1cc(C(F)(F)F)ccc1C(=O)O	0%[33.2 µM]
CN(C)CCn1nnnc1SCC1=C(C(=O)O)N2C(=O)[C@@H](NC(=O)Cc3csc(N)n3)[C@@H]2SC1	-6%[33.2 µM]
O=C(O)c1cc(O)c(O)c(O)c1	?
C[C@@H](O)[C@@H]1C(=O)N2C(C(=O)O)=C([C@H]3CCCO3)S[C@H]12	2%

The list is partial; count on the stated rates, not on these rows.
